GPR35 antagonists: GPR35 antagonists blocking zaprinast-driven arrestin recruitment, primary screen, imaging, U2OS, beta-arrestin-GFP, zaprinast agonist (AID 2058); G-protein coupled receptor 35 (Homo sapiens); U2OS GPR35 beta-arrestin-GFP translocation imaging, zaprinast antagonism; higher % means a stronger effect; inhibition, % at 10 µM, or IC50 in µM where a hit was titrated; 0.052% of 290,000 active;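 active = inhibition of at least 50% with at least 30 cells and total cytoplasm GFP at most 10,000,000; inconclusive = under 30 cells or total GFP of 10,000,000 plus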
NTR1 ag: agonists of NTR1, primary screen, imaging, U2OS cells, beta-arrestin-GFP, high content (AID 493036); NTR1-U2OS beta-arrestin-GFP spot imaging, agonist mode; activation, % at 20 µM; 0.17% of 330,000 active;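 active = activation at or above 40% of the spot to cytoplasm intensity ratio, with at least 20 cells analyzed; inconclusive = wells under 20 cells, flagged as cytotoxic or low count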;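 note: 0% = DMSO without peptide and 100% = 100 nM NTR1 peptide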
Target sequence (P30989 whole entry, looked up): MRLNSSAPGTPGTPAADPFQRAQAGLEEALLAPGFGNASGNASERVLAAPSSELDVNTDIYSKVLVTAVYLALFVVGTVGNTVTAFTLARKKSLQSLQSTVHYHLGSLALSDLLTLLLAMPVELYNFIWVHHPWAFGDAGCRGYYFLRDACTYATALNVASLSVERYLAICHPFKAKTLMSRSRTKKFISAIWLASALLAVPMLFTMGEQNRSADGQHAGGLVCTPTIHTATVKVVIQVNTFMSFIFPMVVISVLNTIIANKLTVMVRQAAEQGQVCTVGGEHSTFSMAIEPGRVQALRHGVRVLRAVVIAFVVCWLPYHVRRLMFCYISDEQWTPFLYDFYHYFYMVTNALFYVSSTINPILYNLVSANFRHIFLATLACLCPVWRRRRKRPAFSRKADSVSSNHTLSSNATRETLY
SV40 large T antigen: SV40 large T antigen inhibitors, biochemical (AID 1903) | one-dose inhibition, % at 20 µM; IC50 in µM for titrated hits | 0.39% of 310,000 active | SV40 large T antigen ATPase/helicase inhibition assay; higher % means a stronger effect; in the data active = a potency from the dose series; inconclusive = inhibition mostly from about 32% at the one dose, without a potency; inactive = the rest, 99 in 100 with inhibition below about 32%; note: strong numbers were not always called active
GPR55 antagonists: GPR55 antagonists blocking LPI-driven arrestin recruitment, primary screen, imaging, U2OS, beta-arrestin-GFP, LPI agonist (AID 2013); G-protein coupled receptor 55 (Homo sapiens); U2OS GPR55 beta-arrestin-GFP translocation imaging, LPI antagonism; higher % means a stronger effect; inhibition, % at 10 µM, or IC50 in µM where a hit was titrated; 0.13% of 290,000 active;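 active = spots per cell inhibited over 60%, with over 100 cells counted and total cytoplasm intensity under 500,000; inconclusive = wells with under 100 cells, flagged as likely toxic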;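 note: U2OS cells stably carrying GPR55 and arrestin-GFP stimulated by 5 µM LPI near EC80; imaged beta-arrestin-GFP aggregate spots per cell after agonist stimulation; plate controls were LPI-stimulated DMSO wells for no effect and DMSO wells without LPI for full effect; some results filed as inactive read as strong as hits; confirmed hits need IC50 under 10 µM and bright autofluorescent wells are also inconclusive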
Rac1 GTP hydrolysis: MgcRacGAP GTPase-activating activity inhibitors, confirmation, biochemical, ADP Hunter fluorescence; 0.6% of 340,000 active; MgcRacGAP-stimulated Rac1 GTP hydrolysis, ADP Hunter fluorescence; higher % means a stronger effect; GST-tagged Rac1 F28L mutant substrate; one-dose inhibition, % at 30 µM; IC50 in µM for titrated hits;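 active = first-screen hits whose inhibition reached a set limit at any dose in the follow-up dose series; inconclusive = inhibition above the set first-screen limit but never retested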;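 note: fluorescence reports GDP produced by GAP-driven GTP hydrolysis; strong numbers were not always called active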
NS5 inhibitors: Dengue-2 NS5 methyltransferase inhibitors, primary screen, biochemical, confirmation dose response (AID 588689) | Dengue-2 NS5 methyltransferase capping enzyme assay, biochemical; higher % means a stronger effect | inhibition, % at 25 µM, or IC50 in µM where a hit was titrated | 0.3% of 340,000 active; in the data active = a potency from the dose series; inconclusive = inhibition above about 29% without an active follow-up result
GPR55 activation: GPR55 agonists via beta-arrestin recruitment, primary screen, imaging, U2OS cells, beta-arrestin-GFP redistribution (AID 1961); G-protein coupled receptor 55 (Homo sapiens); 0.048% of 290,000 active; U2OS GPR55 beta-arrestin-GFP redistribution imaging; higher % means a stronger effect; one-dose activation, % at 10 µM; EC50 in µM for titrated hits;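 active = activation above 40% with more than 50 cells counted in the well; inconclusive = wells holding fewer than 50 cells, flagged as toxic or sparse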;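 note: U2OS osteosarcoma cells stably expressing GPR55 and beta-arrestin-GFP; plate controls were DMSO negative control for no effect and LPI positive control for full effect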
AID2073: inhibitors of Mint1-CaV2.2 protein interaction, biochemical, HTRF (AID 2073). Voltage-dependent N-type calcium channel subunit alpha-1B (Homo sapiens). 0.19% of 290,000 active. HTRF protein-protein interaction, Mint1-CaV2.2; higher % means a stronger effect. one-dose inhibition, % at 20 µM; IC50 in µM for titrated hits; in the data active = inhibition mostly above about 51%, no sharp cut-off; inconclusive = no clear call, values can overlap the other calls; inactive = mostly below about 53%; note: some results filed as inactive read as strong as hits
Yfh1-off respiration: enhancers of respiration in Yfh1-depleted yeast, dose response, Friedreich's ataxia, plus single-dose screen (AID 1465); 0.074% of 220,000 active; fold induction at 50 µM; hits with a dose series show EC50 in µM; S. cerevisiae Yfh1-off respiration, WST-1 reduction, 72 h; higher fold induction means a stronger effect;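 active = fold induction of absorbance versus untreated yeast above a set limit, then at least 30% activation at any dose in follow-up; inconclusive = repeats straddling the limit, or above it without dose testing; inactive = fold induction below the set limit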;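 note: activators that raise dye reduction in frataxin-depleted yeast; strong numbers were not always called active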
NTR1 ag cell count 20 µM: recorded beside NTR1 ag, whose call it bears; cell count; measured here: cell count, cytotoxicity flag
NS5 inhibitors pilot replicate: further read-out of NS5 inhibitors, marked with its call; inhibition, %; measured here: pilot screen replicate inhibition
Starred values were filed as active, the others as inactive; i = inactive; u = inconclusive; x = no result given; & = joins results of further samples.

SMILES	GPR35 antagonists	NTR1 ag	NTR1 ag cell count 20 µM	SV40 large T antigen	GPR55 antagonists	Rac1 GTP hydrolysis	NS5 inhibitors	GPR55 activation	AID2073	Yfh1-off respiration	others
Cc1cc(C(=O)CN2C(=O)NC3(CCCc4ccccc43)C2=O)c(C)n1Cc1ccccc1 (stereo unspecified)	0.6%	-0.2	35	8.4%	0.7%	19.9%	-1.6%	-0.1%	7.4%	u
COc1cc2[nH]c(=O)n(CCC(=O)N3CCN(c4cc(Cl)ccc4C)CC3)c(=O)c2cc1OC	-14.9%	10.1	95	10.9%	20.0%	8.8%	-4.9%	-0.2%	17.8%	x
O=C(Nc1nc2ccccc2[nH]1)C1CCCC1	-5.3%	0.1	67	6.5%	3.9%	2.1%	-1.4%	-0.4%	u	i
CCCCCCC(=O)OCC(=O)c1ccc2c(c1)NC(=O)CO2	2.7%	-0.9	51	5.0%	3.9%	4.0%	-8.9%	0.6%	-5.6%	i
Cc1cc(/C=C\c2ccccc2)nc2ccccc12	9.4%	9.6	39	15.8%	2.4%	8.9%	-7.8%	-0.1%	34.8%	i
CCCC(=O)Nc1c(-c2ccccc2)c(=O)c(C)nn1-c1ccc(C)cc1	-6.0%	2.4	47	7.6%	-5.3%	3.0%	3.1%	-0.1%	14.1%	i
Cc1cccc(C)c1OCC(O)CN1CCN(c2ccccn2)CC1 (stereo unspecified)	-17.4%	-1.2	67	12.2%	18.1%	7.0%	-5.2%	0.2%	2.3%	i
Cc1ccc(C#CC[N+](C)(C)CC#Cc2ccccc2)cc1	6.1%	0.3	56	5.7%	4.3%	9.2%	5.2%	-0.1%	-12.1%	i
O=C(CSc1nc2ccccc2c(=O)n1-c1ccc(F)cc1)Nc1ccc(C(=O)O)cc1	7.3%	0.6	56	1.5%	12.0%	5.5%	2.6%	-0.1%	-10.9%	x
Cc1cc(C(=O)N2CCOCC2)n(-c2ccccc2)n1	17.1%	2.3	81	6.9%	2.3%	1.2%	2.8%	0.4%	7.5%	i
Cc1[nH]nc(-c2ccc(O)cc2O)c1-c1ccc(Cl)cc1	-23.1%	5.8	62	5.6%	3.44µM*	20.9%	0.3%	-0.1%	6.8%	i
Cc1ccc(-n2c(O)c(/C=N/Nc3ccc(S(=O)(=O)N4CCOCC4)cc3[N+](=O)[O-])c3ccccc3c2=O)c(C)c1	-9.4%	7.1	63	18.2%	-2.1%	11.7%	24.9%	-0.1%	15.8%	i
O=C(CSc1ccccc1C(=O)O)c1ccccc1	-2.9%	2.5	70	0.1%	2.0%	7.0%	-0.9%	-0.2%	12.9%	x
COC(=O)C1(C)NC(c2ccccc2F)C2C(=O)N(c3ccccc3)C(=O)C21 (stereo unspecified)	-1.7%	1.3	68	-5.5%	9.5%	9.2%	4.0%	0.5%	-8.0%	x	NS5 inhibitors pilot replicate=1.5
O=c1c2ccccc2c2ccccc2c(=O)n1Cc1ccco1	10.8%	1.1	41	25.0%	2.6%	9.7%	0.4%	0.2%	-4.5%	i
COc1cc(C(=O)N/N=C/c2ccc(OC(=O)N3CCOCC3)cc2)cc(OC)c1OC	1.7%	1.4	86	9.6%	6.6%	4.2%	-9.1%	-0.3%	1.3%	i
OC(c1ccccc1)(c1ccccc1)c1ncc[nH]1	x	-2.5	95	1.8%	x	6.4%	-6.8%	x	x	x
COc1ccc(NC(=O)CCCCn2c(=O)[nH]c3ccccc3c2=O)cc1	10.5%	0.0	73	21.4%	3.9%	6.3%	-6.6%	-0.1%	-5.4%	i
CCN1CCCC1CNC(=O)c1cc(NC(C)=O)c(N(C)C)cc1OC (stereo unspecified)	23.5%	3.1	73	2.5%	4.7%	1.7%	-4.0%	-0.1%	0.0%	i
CCCc1nc(SCc2cccnc2)c2c(=O)n(C)c(=O)n(C)c2n1	-7.9%	17.0	72	-1.5%	9.8%	3.1%	0.7%	-0.2%	8.6%	i
O=C(CCc1c[nH]c2ccccc12)OCc1ccc(Br)cc1	0.6%	19.9	68	7.9%	11.3%	2.6%	-3.2%	0.3%	5.3%	x
CCOC(=O)N1CCN(C(=O)/C(=C\c2ccc(SC)cc2)NC(=O)c2ccccc2)CC1	13.5%	1.1	62	13.7%	-2.2%	-3.9%	-2.3%	-0.1%	-2.5%	i
N=C(SC1CC(=O)N(c2ccc(F)cc2)C1=O)N1N=C(c2ccccc2)CC1c1ccccc1 (stereo unspecified)	-4.7%	2.3	53	-1.3%	-6.2%	-1.2%	1.5%	0.1%	33.4%	i
CN(C)C(CNC(=O)Cc1ccc([N+](=O)[O-])cc1)c1ccccc1 (stereo unspecified)	-14.8%	-2.2	60	11.7%	-1.3%	0.1%	2.2%	-0.4%	-7.7%	i
COc1cc(C(=O)NCCc2ccc(F)cc2)c([N+](=O)[O-])cc1OC	-11.4%	-0.3	56	-4.0%	-0.6%	7.4%	-6.7%	0.3%	-0.5%	i
The listing continues:
SMILES	GPR35 antagonists	NTR1 ag	NTR1 ag cell count 20 µM	SV40 large T antigen	GPR55 antagonists	Rac1 GTP hydrolysis	NS5 inhibitors	GPR55 activation	AID2073	Yfh1-off respiration	others
Cc1ccc(NC(=O)C2CCN(S(=O)(=O)c3ccc4c(c3)OCCO4)CC2)nc1	x	1.1	45	0.2%	x	2.2%	-12.4%	x	x	x
COC(=O)c1ccc2c(c1)NC(=O)C(N1CCCC1)S2 (stereo unspecified)	7.0%	-1.1	58	6.0%	-9.9%	2.0%	-6.8%	0.1%	1.4%	i
COc1cc(-c2ccc(NC(C)=O)c(OC)c2)ccc1NC(C)=O	-2.4%	-0.9	59	21.0%	14.1%	9.7%	-1.5%	0.3%	-11.0%	i
CN1CCN(C(=O)C2=C[C@@H](C3CCCCC3)C[C@@H](OCCCCO)O2)CC1	2.2%	0.6	81	9.3%	2.8%	3.5%	4.9%	0.1%	-4.6%	i
O=[N+]([O-])c1ccc2c(c1N1CCCCC1)=NC1(CCCCC1)[N+]=2[O-]	0.0%	-0.2	46	>100µM*	2.7%	9.0%	18.6%	0.3%	19.3%	i
CCOc1cc(C(=O)Nc2ccc(S(=O)(=O)N3CCCCC3)cc2)ccc1OCC(=O)N1CCOCC1	x	-2.0	67	10.8%	x	5.3%	-1.5%	x	x	x
CCCCNC(=O)C1CCC(CNS(=O)(=O)c2c(C)cc(C)cc2C)CC1 (stereo unspecified)	-5.1%	-1.2	77	8.0%	17.0%	5.1%	-3.3%	0.6%	10.5%	x
Cc1cc(OCc2cc(C(=O)NCc3csc(C(C)C)n3)no2)cc(C)c1Cl	5.4%	8.7	58	13.6%	13.3%	1.2%	-8.7%	0.3%	7.7%	x
O=S(=O)(c1ccc(F)cc1F)N1CCCN(c2ccc(C(F)(F)F)cn2)CC1	9.6%	0.0	48	10.1%	13.8%	x	x	-0.1%	-5.0%	i
CC1=C(C(=O)Nc2ccc(CC(=O)NCc3ccccc3C)cc2)SCCO1	10.3%	0.8	60	12.4%	3.2%	-7.9%	-7.0%	-0.1%	-5.7%	x
Cc1cc(OCC(=O)NC(C)C)ccc1Cl	2.2%	0.3	69	-5.2%	10.6%	-0.3%	0.0%	-0.3%	10.4%	i
CSc1ccc(S(=O)(=O)N2CCC(C(=O)N3CCc4ccccc4C3)CC2)cc1	22.7%	1.6	49	-1.5%	-9.3%	0.6%	-7.3%	-0.2%	7.0%	x
Cc1ccc(C(=O)Nc2nc(C)c(C)s2)o1	9.2%	0.6	51	8.3%	18.0%	6.3%	-3.3%	-0.1%	-2.7%	i
Cc1cc([N+](=O)[O-])nn1CCCC(=O)Nc1c(C)n(C)n(-c2ccccc2)c1=O	26.3%	1.5	59	11.1%	6.7%	9.0%	-8.5%	-0.8%	7.0%	i
CC(=O)NC(O)C(=O)c1ccco1 (stereo unspecified)	15.7%	0.4	60	19.1%	8.1%	4.2%	-4.8%	-0.1%	6.2%	i
CCc1ccccc1OCc1nc2ccc(S(=O)(=O)N3CCOCC3)cc2[nH]1	-0.6%	0.6	91	3.9%	21.8%	5.0%	-4.5%	0.0%	-16.8%	i
CCOC(=O)c1[nH]c2ccc(OC)cc2c1NC(C)=O	-5.9%	0.2	35	4.8%	-0.8%	5.0%	7.5%	0.2%	23.8%	i
COCCn1c(SCC(=O)Nc2cc(C(C)(C)C)nn2-c2ccccc2)nc2ccccc2c1=O	11.2%	2.4	50	11.5%	0.4%	2.5%	-0.4%	-0.1%	-2.0%	i
CCOC(=O)c1nn(-c2ccccc2C)c(=O)cc1OCC(=O)N1CCN(c2ccccc2)CC1	x	-1.0	72	10.0%	x	10.1%	-2.9%	x	x	x
C[N+]1(CC(=O)OCCCc2ccccc2)CCCC1	-11.2%	-0.5	91	16.1%	0.7%	11.2%	4.5%	0.1%	-5.9%	i
Cc1ccc(NC(=O)Nc2nnc(Cc3ccc([N+](=O)[O-])cc3)s2)cc1	4.5%	1.3	111	13.6%	11.0%	-2.2%	-7.1%	-0.1%	48.5%	i
CC(Oc1ccc(F)cc1)C(=O)Nc1cc(S(=O)(=O)N2CCOCC2)ccc1N1CCN(C)CC1 (stereo unspecified)	x	-1.3	49	u	x	2.8%	-1.5%	x	x	x
C=CCN(c1ccc(C(=O)N2CCCC2)cc1)S(C)(=O)=O	7.3%	1.6	45	7.9%	-8.5%	-0.3%	-4.1%	0.6%	2.3%	i
C[C@@H](C(=O)NCc1ccco1)N1C(=O)N2CCc3c([nH]c4ccccc34)[C@@]2(C)C1=O	-5.9%	0.7	87	x	6.2%	3.6%	-6.5%	-0.1%	8.4%	x
NCCc1ccc(O)c(O)c1	-12.3%	6.7	59	9.9%&32.1%	-20.7%	-5.8%	3.0%	-0.2%	14.7%	i
Cc1noc(C)c1COc1ccccc1C(=O)NCCc1ccc(Cl)cc1	x	0.5	50	9.0%	x	5.9%	3.7%	x	x	x
CCc1ccc(NC(=S)N(CCCN2CCOCC2)Cc2ccco2)cc1	-3.7%	0.1	49	10.5%	15.9%	4.4%	-5.9%	0.5%	-29.7%	i

Screens from PubChem BioAssay.

Compounds were not picked by outcome; overall some 1.7% were active at least once.
